Screening data as filed in PubChem BioAssay.
HCMV antiviral: inhibitors of human cytomegalovirus; HFF cells, HCMV-luciferase reporter, 72 h; hits give low values; activity change, negative = inhibition, % at 57.5 µM; 4.5% of 410,000 active; AID 1259415; in the data active = activity change below about -60%; inconclusive = no clear call, values can overlap the other calls; inactive = above about -39%
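Luciferase read-out from HCMV-luciferase-infected HFFs (MOI 1 PFU/cell) 72 h post infection at 37C; compounds added after 16 h cell attachment; activity normalized between buffer-only basal and Salinomycin (10uM) inhibitor controls.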
AMA1-RON2 inh: inhibitors of Plasmodium falciparum AMA1-RON2 interaction; AlphaScreen AMA1-biotinylated RON2 peptide binding; Potency, µM (series often up to 58.2 µM), without a hit: top-dose activity change, negative = inhibition, hits mostly inhibitors; 0.2% of 360,000 active; AID 720542;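 also: potency is read from the fitted curve at half-maximal effect; 0% = vehicle wells and -100% = peptide control; nearly all actives have a fitted effect of over 45% in size; some results filed as inactive show a strong effect at the top dose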
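AMA1 (3D7) with his tag at 25 nM final met compounds first, then biotinylated RON2 peptide at 25 nM; detection used donor plus acceptor beads, 10 µg/mL apiece, read by AlphaScreen after 30 min at room temperature.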
AmpC inh no detg: inhibitors of E. coli AmpC beta-lactamase without detergent; AmpC nitrocefin hydrolysis, absorbance 480 nm, 0.0001% Triton; Potency, µM (top dose mostly 57.1 µM), inactives show at the highest dose activity change, negative = inhibition, usual class: inhibitors; 0.52% of 330,000 active; AID 485341;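 also: potency is read from the fitted curve at half-maximal effect; plate controls were no compound for no effect and no enzyme for full effect; nearly all actives have a fitted effect of over 20% in size; some results filed as inactive show a strong effect at the top dose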
Target sequence (P00811 whole entry, looked up): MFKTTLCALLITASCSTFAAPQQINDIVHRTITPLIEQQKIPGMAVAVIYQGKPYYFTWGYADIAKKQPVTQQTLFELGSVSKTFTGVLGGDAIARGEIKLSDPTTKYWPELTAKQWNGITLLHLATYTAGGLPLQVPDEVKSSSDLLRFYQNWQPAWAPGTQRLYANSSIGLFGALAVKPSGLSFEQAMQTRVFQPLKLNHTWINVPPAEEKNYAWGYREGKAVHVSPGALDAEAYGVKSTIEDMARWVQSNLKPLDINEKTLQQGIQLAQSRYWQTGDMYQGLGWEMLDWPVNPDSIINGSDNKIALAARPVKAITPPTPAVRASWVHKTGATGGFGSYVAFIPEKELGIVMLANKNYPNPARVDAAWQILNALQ
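20 mM phosphate pH 7.0 + 0.01% (detergent screen) or 0.0001% Triton X-100; 5.3 nM AmpC reagent; cpd preinc 15 min RT; nitrocefin (800 uM stock) to start; A480 q20 s × 4 min; Activity was normalised to no-enzyme and no-compound control wells.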
HCV inhibitor: HCV inhibition | Huh7.5.1 HCVcc-Cre infection, luciferase reporter, 44 h | Potency, µM (doses to about 41.8 µM), inactives show top-dose activity change, negative = inhibition, usual class: inhibitors | 3.4% of 340,000 active; also: potency is read from the fitted curve at half-maximal effect
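Cells (1,000/well) were plated 4 h before compound, then infected with HCVcc-Cre virus (~0.5 moi). After 44 h further culture, infection was read as luciferase luminescence following a 15 min substrate incubation at room temperature.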
AmpC detergent: inhibitors of E. coli AmpC beta-lactamase with detergent. P00811. AmpC hydrolysis of nitrocefin, absorbance 480 nm, 0.01% Triton. Potency, µM (doses to about 114 µM), for inactives: at the top dose activity change, negative = inhibition, actives largely listed as inhibitors. 0.041% of 370,000 active. AID 485294;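 also: potency is read from the fitted curve at half-maximal effect; 0% = no-compound wells and -100% = no-enzyme wells; nearly all actives have a fitted effect of over 25% in size; some results filed as inactive show a strong effect at the top dose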
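20 mM phosphate pH 7.0 + 0.01% (detergent screen) or 0.0001% Triton X-100; 5.3 nM AmpC reagent; cpd preinc 15 min RT; nitrocefin (800 uM stock) to start; A480 q20 s × 4 min; Activity was normalised to no-enzyme and no-compound control wells.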
TbPYK inhibitor: blocks Trypanosoma brucei pyruvate kinase. Q57TT1. TbPYK enzyme, Kinase-Glo Plus ATP luminescence, 45 min. Potency, µM (titrated, usually from 76.8 µM), for the others: at the top dose activity, negative = inhibition, usual class: inhibitors. 0.12% of 410,000 active. AID 624173; also: potency is read from the fitted curve at half-maximal effect; nearly all actives have a fitted effect of over 50% in size
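Assay buffer: 50 mM TEA pH 7.2, 100 mM KCl, 10 mM MgCl2, 0.05% BSA, 0.01% Tween-20. Pyruvate kinase from T. brucei plus substrate met compound, then ADP (130 uM final). Luminescence was read post 45 min RT.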
LmPK inh: inhibitors of Leishmania mexicana pyruvate kinase. purified LmPK, Kinase-Glo ATP luminescence, 1 h. Potency, µM (highest dose often 57.5 µM), inactives show at the top dose activity change, negative = inhibition, usual class: inhibitors. 0.37% of 290,000 active; also: potency is read from the fitted curve at half-maximal effect
Target sequence (Q27686 whole entry, looked up): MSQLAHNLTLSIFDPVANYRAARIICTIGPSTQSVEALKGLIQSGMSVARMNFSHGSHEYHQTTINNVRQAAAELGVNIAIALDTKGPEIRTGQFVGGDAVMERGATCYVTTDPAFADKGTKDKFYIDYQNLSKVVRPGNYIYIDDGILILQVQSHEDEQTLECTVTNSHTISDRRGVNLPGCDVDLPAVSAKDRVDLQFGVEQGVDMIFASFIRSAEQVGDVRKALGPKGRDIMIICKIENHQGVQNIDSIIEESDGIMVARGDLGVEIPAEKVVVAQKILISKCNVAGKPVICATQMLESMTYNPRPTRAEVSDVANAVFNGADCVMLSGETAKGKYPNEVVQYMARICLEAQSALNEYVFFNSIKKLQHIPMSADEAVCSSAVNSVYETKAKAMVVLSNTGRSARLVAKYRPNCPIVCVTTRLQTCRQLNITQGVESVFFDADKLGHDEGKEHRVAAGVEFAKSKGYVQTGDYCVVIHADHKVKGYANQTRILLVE
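Kinase-Glo luminescence read after 1 h RT reaction of 0.1 nM LmPK with 0.5 mM PEP and 0.1 mM ADP. Activity scaled between uninhibited and enzyme-free controls.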
* hit, by the source's call; ? = inconclusive; · = no result given; [ ] = dose if it differs, or a comment. Unless noted, calls follow the shape of the dose curve; as a rule, active = well fitted curve in the direction sought with a large enough effect; inconclusive = small, poorly fitted or top-dose-only effect, or another doubt; inactive = no such curve, though single readings can be large; an effect the other way counts as inactive or inconclusive. Unless noted, % is scaled to controls: 0 for no effect and ±100 for the full control effect.

compound	HCMV antiviral	AMA1-RON2 inh	AmpC inh no detg	HCV inhibitor	AmpC detergent	TbPYK inhibitor	LmPK inh
CC(=O)Nc1cc(-c2ccccc2N(C)C)cn2c(-c3ccc(F)c(Cl)c3)cnc12	-9	-13%	·	·	·	-4%	·
Cc1nn(C2CCS(=O)(=O)C2)c(Cl)c1/C=C/C(=O)OCC(=O)c1cc(C)n(-c2ccc(F)cc2)c1C (stereo not drawn)	-86*	-22%	2%	4µM*	-7%	0%	-3%
COC(=O)CCC(=O)OC1(C)C(=O)C=C2C=C(C3CC3)N(Cc3ccc(OC)cc3)C=C2C1=O (stereo not drawn)	4	-1%	69%[activator]	3.5µM*	-1%	-7%	0%[11.5 µM]
COC(=O)C1=C(N)OC(C)=C(C(C)=O)C12C(=O)N(C)c1ccccc12 (stereo not drawn)	16	-3%	-2%	36%[activator]	?	-2%	-3%
O=C(NCc1ccco1)c1cccc2c(-c3ccc(F)c(F)c3)coc12	33	-13%	·	·	·	-3%	·
COc1ccccc1C1CCN(Cc2ccc(C)cc2)CC1	9	-16%	-12%	-6%	-17%	4%	-3%
Cc1cc(-c2nnc(SCC(=O)Nc3ccc(F)cc3F)n2N)n[nH]1	0	4%	-4%	6%	-2%	6%	-3%
CC(=O)Nc1ccc(OCC(O)CN2C(C)CCCC2C)cc1 (stereo not drawn)	-26	-2%	-17%	14%	3%	-15%	0%
COc1ccccc1NC(=O)CSC1=Nc2ccccc2C2=NC(CCC(=O)NCc3cccs3)C(=O)N12 (stereo not drawn)	-29	·	·	·	10%	3%	·
CCOC(=O)c1cnc2c(N=Nc3cccc(Cl)c3)c(N)nn2c1N	17	·	-28%	·	-10%	·	1%
O=C(Nc1ccc2c(c1)OCO2)c1ccc(CO)cc1	0	-3%	-13%	13%	-4%	-5%	·
COc1ccc(Cl)cc1NC(=O)CN1CCCCCC1	-4	-2%	-18%	-10%	-8%	2%	-6%
Cc1ccc(C)c(NC(=O)/C(C#N)=C/c2ccc(C(C)C)cc2)c1	-10	·	·	·	1%	1%	·
Cc1ccccc1C(=O)Nc1ccc2c(c1)C(=O)NC2=O	-16	0%	-25%	-10%	10%	-4%	4%
Cc1ccnc(NC(=O)c2ccc(S(=O)(=O)N3CCCCC3)cc2)c1	-23	-3%	-18%	-12%	-7%	1%	·
Cc1ccc(-c2nnc(SCC(=O)N3CC(C)CC(C)C3)o2)cc1C (stereo not drawn)	-14	-4%	44%	?	5%	-5%	2%
CCOC(=O)C1=NNC2C(=O)N(CC)C(=O)C12 (stereo not drawn)	8	7%	-6%	-6%	0%	2%	7%
O=C(C1=C[C@H](c2ccc(C(F)(F)F)cc2)C[C@H](OCc2ccc(CO)cc2)O1)N1CCN(Cc2ccc3c(c2)OCO3)CC1	-18	-25%	121%[activator]	10µM*	10%	-5%	8%
O=C(OCc1ccccc1)/C(=C(\O)c1ccccc1Br)c1ccc(-c2ccccc2)cn1	10	112%[activator]	-29%	-23%	-3%	-8%	·
O=C(Cc1ccccc1)NCC(=O)OCC(=O)c1ccc(OC(=O)c2ccccc2)cc1	9	18%	-17%	7%	-1%	4%	1%
COc1ccccc1NC(=O)C1=C(C)Nc2nc(-c3cccnc3)nn2C1c1ccccn1 (stereo not drawn)	-29	14%	·	-3%	·	3%	·
Oc1ccc(CN2CCN(Cc3ccccc3)CC2)c2cccnc12	52	-89%	-16%	10µM*	-5%	-9%	0%
COc1ccc(OC)c(-c2noc(CSc3nnc(Cc4ccccc4)n3-c3cccc(C)c3)n2)c1	-7	·	·	·	17%	-8%	·
O=C(c1cc2ccccc2o1)N1CCN(S(=O)(=O)c2cccs2)CC1	-36	4%	-5%	?	1%	-10%	-1%
O=C(Cn1cnc2c(nnn2Cc2ccc(F)cc2)c1=O)Nc1cccc(F)c1	-8	-1%	-46%	17%	1%	-2%	2%
COc1cccc(NC(=O)CN(C)C(=O)c2ccc(N3CCOCC3)c([N+](=O)[O-])c2)c1	-19	-11%	?	-15%[8.37 µM]	-13%	2%	·
O=C(Nc1ccc(N2CCOCC2)nc1)c1ccc(Cl)cc1	-28	-2%	?	?	-3%	-19%	-1%
COc1ccc(NCC(=O)N/N=C/c2ccc3c(c2)OCCO3)cc1	-16	-4%	-19%	9%	-12%	8%	-2%
NCC(O)c1ccc(O)c(O)c1 (stereo not drawn)	-32	?	·	-10%	·	0%	·
CC(C)(C)c1cc(C(=O)NNC(=O)c2ccc(C(F)(F)F)cc2)no1	-37	75%[activator]	-27%	-10%	-6%	-1%	3%

Compounds from the list above with a furan ring, fused or not:
compound	HCMV antiviral	AMA1-RON2 inh	AmpC inh no detg	HCV inhibitor	AmpC detergent	TbPYK inhibitor	LmPK inh
O=C(NCc1ccco1)c1cccc2c(-c3ccc(F)c(F)c3)coc12	33	-13%	·	·	·	-3%	·
O=C(c1cc2ccccc2o1)N1CCN(S(=O)(=O)c2cccs2)CC1	-36	4%	-5%	?	1%	-10%	-1%

Other compounds follow:
compound	HCMV antiviral	AMA1-RON2 inh	AmpC inh no detg	HCV inhibitor	AmpC detergent	TbPYK inhibitor	LmPK inh
O=S(=O)(c1cccc(Cl)c1)N1CCC(c2nc3ccccc3[nH]2)CC1	?	-14%	-36%	10%	5%	-2%	-1%
COc1ccc2c(c1)c(=O)c(C(=O)c1ccc(Cl)cc1)cn2CC(=O)Nc1ccc2c(c1)OCCO2	22	·	·	·	8%	-2%	·
CCC(C(=O)Nc1ccc(F)cc1F)n1nc(-c2ccccc2)c2c(c1=O)CCCC2 (stereo not drawn)	?	·	·	·	16%	-6%	·
CNS(=O)(=O)c1cccc(C(=O)OCC(=O)Nc2ccc(Cl)cc2F)c1	-12	5%	-3%	1%	0%	7%	1%
CCOc1ccccc1CN1CCCC(CNS(=O)(=O)c2ccc(OC)cc2)C1 (stereo not drawn)	22	-1%	101%[activator]	3%	-11%	2%	-6%
Cc1csc(NC(=O)c2cc(=O)[nH]c3ccccc23)n1	-18	-5%	-19%	-13%	6%	1%	-1%
COc1ccc(C2/C(=C(/O)c3ccc(Br)cc3)C(=O)C(=O)N2C)cc1 (stereo not drawn)	-26	4%	-7%	15%	-11%	3%	2%
O=C(Nc1ccc(-c2cc(C(F)(F)F)nn2-c2ccccc2)cc1)c1cccc(F)c1	-95*	·	·	·	-7%	3%	·
Cc1ccc(Cn2c(CN(C)Cc3ccccc3)nc3c2c(=O)n(C)c(=O)n3C)cc1	76	17%	203%[activator]	?	-10%	-2%	-1%
c1coc(-c2cc3nc(NC4CCCCC4)ccn3n2)c1	124	6%	·	·	·	-18%	·
CC1=NN(C(=O)c2ccccc2Br)C(O)(c2cccnc2)C1 (stereo not drawn)	-12	40%[activator]	-9%	7%	4%	-22%	-1%
Cc1ccc(Oc2c(C)nc(-c3ccccc3)[nH]c2=O)cc1	-32	-4%	-15%	-25%	3%	-2%	3%
COc1ccc(C2CC2/C(=N/O)c2ccccn2)cc1 (stereo not drawn)	-3	50%[activator]	-14%	-6%	?	0%	2%
CC(C)(C)NS(=O)(=O)c1ccc(NC(=O)Cc2ccccc2[N+](=O)[O-])cc1	58	-7%	-17%	0%	0%	-3%	3%
Cc1ccc(-c2c[n+](CC(=O)OCc3ccccc3)c3n2CCC3)cc1	-27	3%	-4%	1%	1%	-13%	-3%
O=C(COc1ccc(Cl)cc1)Nc1ccc2nc(SCC(=O)N3CCCC3)sc2c1	42	·	·	·	2%	-9%	·
Cc1ccc(S(=O)(=O)N/N=C\c2cc3c(cc2Br)OCO3)cc1	-11	2%[11.6 µM]	-22%	-5%	-12%	7%	8%
Cc1sc2ncnc(N3CCC(C(=O)NNC(=O)COc4ccccc4Cl)CC3)c2c1C	-33	87%[activator]	113%[activator]	?	-9%	3%	·
COc1ccc(C(=O)COC(=O)c2cccs2)cc1	-25	-1%	-11%	4%	·	?	·
O=C(Nc1ccc(C(F)(F)F)cc1-c1ccccc1)c1ccccc1	-32	-11%[11.6 µM]	5%	12%	9%	-11%	4%
COc1cc(CC(=O)OCC(=O)Nc2ccc(S(=O)(=O)N3CCCC3)cc2)cc(OC)c1OC	43	2%	3%	-4%	-11%	-5%	5%
CCOC(=O)c1ccc(OC(=O)CCCCCN=C(N)N)cc1	38	3%	·	15%	·	2%	·
CCCCCCCCCCOC(=O)Cn1c(COc2ccccc2C)[n+](C)c2ccccc21	·	3%	212%[activator]	?	-3%	6%	8%
Cc1ccc(N2CCC(N3CCN(C)C(CCO)C3)CC2)cc1 (stereo not drawn)	47	-5%	-2%	1%	7%	1%	-1%
CN(C)CCCNC(=O)/C(=C\C=C\c1ccccc1)NC(=O)c1ccc([N+](=O)[O-])cc1	-18	2%	47%	?	2%	-1%	5%
CC(C)Cc1nnc(NC(=O)CCC(=O)NCCc2ccccc2)s1	0	11%	0%	13%	-8%	-1%	-6%
O=C(c1ccc(Cn2cnnn2)cc1)N1CCCC(Nc2ccc(F)c(F)c2)C1 (stereo not drawn)	-17	-3%	-2%	5%	-3%	-7%	0%
C[C@H]1[C@@H](c2ccccc2)O[C@@H](c2ccccc2Br)N1C	12	28%	-15%	12%	-2%	-7%	·
Cc1cn2c(=O)c(C(=O)N3CCN(c4ccccc4Cl)CC3)cnc2s1	-38	31%[activator]	-5%	-1%	-15%	-1%	·

Compound profiles, as listed above:
c1coc(-c2cc3nc(NC4CCCCC4)ccn3n2)c1 as listed: HCMV antiviral = 124; AMA1-RON2 inh = 6%; AmpC inh no detg = ·; HCV inhibitor = ·; AmpC detergent = ·; TbPYK inhibitor = -18%; LmPK inh = ·
CC(C)(C)NS(=O)(=O)c1ccc(NC(=O)Cc2ccccc2[N+](=O)[O-])cc1 as listed: HCMV antiviral = 58; AMA1-RON2 inh = -7%; AmpC inh no detg = -17%; HCV inhibitor = 0%; AmpC detergent = 0%; TbPYK inhibitor = -3%; LmPK inh = 3%
